Screening results: PubChem BioAssay, National Center for Advancing Translational Sciences (NCATS)
GLA spleen mod – inhibits or activates alpha-galactosidase in human spleen homogenate; P06280; human spleen homogenate, 4MU-alpha-Gal fluorescence, 40 min; Potency, µM (doses to about 80 µM), for the others: at the top dose activity change, negative = inhibition, usual class: inhibitors; 240,000 compounds, 0.008% hits; AID 2107;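 also: 0% = enzyme with vehicle and -100% = no enzyme basal signal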
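Human spleen homogenate (1 ug) as enzyme source, 4-methylumbelliferyl-alpha-D-galactopyranoside 1 mM final, citrate/phosphate pH 5.0 with 0.01% Tween-20. Compounds 40 min at 37C, NaOH/glycine stop; fluorescence Ex 365/Em 440, Hill-fit AC50.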
GAA spleen mod – inhibitors or activators of human alpha-glucosidase in spleen homogenate | P10253 | human spleen homogenate, 4-MU-alpha-glucoside fluorescence | Potency, µM (titrated, usually from 79.9 µM), for inactives: at the top dose activity change, negative = inhibition, hits mostly inhibitors | 240,000 compounds, 0.006% hits;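 also: 0% = enzyme with vehicle and -100% = no enzyme basal signal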
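Human spleen homogenate (1 ug) with 4-methylumbelliferyl-alpha-D-glucopyranoside (1 mM final) in 50 mM citrate/phosphate pH 5.0, 0.01% Tween-20; 40 min at 37 C. Stopped at pH 10; 4-MU fluorescence Ex 365/Em 440 nm; AC50 by Hill fit.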
Starred values were filed as active, the others as inactive; & = joins results of further samples. Calls follow the shape of the dose curve; as a rule, active = well fitted curve in the direction sought with a large enough effect; inconclusive = small, poorly fitted or top-dose-only effect, or another doubt; inactive = no such curve, though single readings can be large; an effect the other way counts as inactive or inconclusive. Potency is read from the fitted curve at half-maximal effect. An excerpt, so the mix of outcomes need not match the whole.

GAA spleen mod,GLA spleen mod,canonical_smiles
-9%,3%,CC[C@@]1([C@@H]2O[C@@H]([C@H]3O[C@@](O)(CO)[C@H](C)C[C@@H]3C)C[C@@H]2C)CC[C@@H]([C@]2(C)CCC3(C[C@H](O)[C@@H](C)[C@@H]([C@@H](C)[C@@H](OC)[C@H](C)C(=O)O)O3)O2)O1 (some centres undefined)
0%,-16%,CSCC[C@H](N)C(=O)N[C@@H](C)C(=O)NCC(=O)N[C@@H](CCCN=C(N)N)C(=O)N[C@@H](CO)C(=O)NCC(=O)N[C@@H](CC(=O)O)C(=O)N[C@@H](CO)C(=O)N[C@@H](CC(=O)O)C(=O)N[C@@H](CCC(=O)O)C(=O)N[C@@H](CC(=O)O)C(=O)N[C@@H](CC(C)C)C(=O)N[C@@H](CC(C)C)C(=O)N[C@@H](CCCCN)C(=O)N[C@@H](C)C(=O)N[C@H](C(=O)O)C(C)C
8%,10%,O=S1(=O)C2CC3C=CC2(CN1Cc1cccc(F)c1)O3 (centres undefined)
2%&-4%,14%&0%,COc1ccc(C2CC(c3ccccc3)Oc3ccc(OC)cc32)cc1 (centres undefined)
-1%,1%,COc1ccc(-c2ccc(OC)c(C3C4C=CCCC4(C)C(=O)N3Cc3ccccc3)c2)cc1 (centres undefined)
-2%,5%,CCOC(=O)N1CCCN(/[N+]([O-])=N/Oc2ccc([N+](=O)[O-])cc2[N+](=O)[O-])CC1
-14%,-3%,CCOc1ccccc1-c1nnc2n1N=C(c1ccccc1OC)CS2
-4%,-4%,OC[C@@H]1OC(O)[C@@H](O)[C@H](O)[C@H]1O (some centres undefined)
1%,-3%,CCOc1cc(NC(C)=O)ccc1C(=O)OC
5%,0%,CC1CC=CC2C1C(=O)N(Cc1ccccc1)C2c1ccc2ccccc2c1-c1ccc(N(C)C)cc1 (centres undefined)
-3%,10%,O=c1c(-c2ccc(O)cc2)coc2cc(O[C@@H]3O[C@H](CO)[C@H](O)[C@H](O)[C@H]3O)ccc12
-3%,-4%,O=c1cc(-c2ccc(O)c(O)c2)oc2cc(O[C@@H]3O[C@H](CO)[C@@H](O)[C@H](O)[C@H]3O)cc(O)c12
5%,-9%,C/C1=C\[C@@H](O)C(C(C)C)C(OC(=O)c2ccc(O)cc2)C/C(C)=C/CC1 (some centres undefined)
-8%,-1%,O=C1C[C@H](c2ccccc2Cl)N1S(=O)(=O)c1ccccc1[N+](=O)[O-]
-4%,11%,CC(=O)OCCBr
1%,-2%,CN(C)/[N+]([O-])=N/Oc1cc(ON=[N+]([O-])N2CCN(c3ncccn3)CC2)c([N+](=O)[O-])cc1[N+](=O)[O-]
-1%,3%,COC(=O)C1=C[C@@H](C(=O)OC)[C@@H]2C3=C(C(=O)[C@@]2(C)NC(=O)c2ccccc2)[C@H](C)[C@@H]2C(=O)N(c4ccccc4)C(=O)[C@@H]2[C@@H]3C1
-3%,8%,COc1ccc(-c2c(C3C4C=CCC(C)C4C(=O)N3Cc3ccccc3)ccc3ccccc23)cc1OC (centres undefined)
6%,0%,Cc1noc(C)c1-c1ccc2ncnc(NCc3ccco3)c2c1
0%,-8%,CC(=O)Nc1ccn(C2OC(C(COC(C)=O)NC(=O)C(CCCCNC(=O)OCc3ccccc3)NC(=O)OC(C)(C)C)C(OC(C)=O)C2OC(C)=O)c(=O)n1 (centres undefined)
1%,-8%,CSCC[C@H](NC(=O)[C@H](CC(C)C)NC(=O)CNC(=O)[C@H](Cc1ccc(O)cc1)NC(=O)[C@H](Cc1ccccc1)NC(=O)[C@H](CCCCN)NC(=O)[C@H](CC(N)=O)NC(=O)[C@@H]1CCCN1C(=O)[C@H](CC(=O)O)NC(=O)[C@H](C)NC(=O)[C@@H]1CCC(=O)N1)C(N)=O
11%,-8%,O=C(O)C1NCCN(C(=O)c2ccc3c(ccc4ccccc43)c2)C1C(=O)O (centres undefined)
6%,-6%,O=C(O)[C@H]1O[C@@H](Oc2ccc3ccc(=O)oc3c2)[C@H](O)[C@@H](O)[C@@H]1O
-1%,19%,CC(C)CC(CSc1ccc(Br)cc1)N1CCN(CC(C)C)CCC1=O (centres undefined)
8%,4%,COc1ccccc1C1=Nn2c(nnc2-c2cccc(OC)c2OC)SC1
-2%,8%,COc1ccc(-c2ccc(C)cc2)cc1C1C2C=CCC(C)C2C(=O)N1Cc1ccccc1 (centres undefined)
7%,1%,COc1ccc(-c2cccc(C3C4C=CCCC4(C)C(=O)N3Cc3ccccc3)c2)cc1 (centres undefined)
4%,-15%,CC1NC(=O)C(N)CNC(=O)C(C2CCN=C(N)N2)NC(=O)/C(=C/NC(N)=O)NC(=O)C(CNC(=O)CC(N)CCCN)NC1=O (centres undefined)
0%,1%,COc1ccc(C2=Nn3c(nnc3-c3ccccc3C)SC2)cc1
6%,1%,O=C(O)Cn1c(C(=O)Nc2nc(-c3ccccc3Cl)cs2)cc2ccccc21
3%,0%,Cc1noc(C)c1-c1ccc2ncnc(NCc3cccc(C(F)(F)F)c3)c2c1
-13%,11%,CC(C)C[C@H](NC(=O)[C@H](Cc1c[nH]c2ccccc12)NC(=O)[C@H](CCCCN)NC(=O)CNC(=O)[C@H](CC(C)C)NC(=O)[C@H](CO)NC(=O)[C@@H](N)Cc1cnc[nH]1)C(=O)NCC(=O)N[C@@H](Cc1cnc[nH]1)C(=O)N1CCC[C@H]1C(=O)N[C@@H](CC(=O)O)C(=O)N[C@@H](CCCCN)C(=O)N[C@@H](Cc1ccccc1)C(=O)O
1%,-1%,CCC1C(=O)CC2CCN3C(=O)CCC1C23 (centres undefined)
7%,4%,CC(=O)Nc1ccc(SCC(c2ccccc2)N2CCN(CC(C)C)CCC2=O)cc1 (centres undefined)
3%,-6%,NCC(=O)N[C@@H](CCCN=C(N)N)C(=O)NCC(=O)N[C@@H](CCC(=O)O)C(=O)N[C@@H](CO)C(=O)O
-1%,-6%,COc1ccc(C2C3C=CCC(C)C3C(=O)N2Cc2ccccc2)cc1Cl (centres undefined)
5%,2%,CC(C)(C)OC(=O)NS(=O)(=O)Nc1ccccc1Br
3%,9%,CNc1nc2c(N)ncnc2n1[C@@H]1O[C@@H]2COP(=O)(O)O[C@H]2[C@H]1O
-4%,5%,O=S1(=O)NCC23CCC(CC21)O3 (centres undefined)
-1%,-1%,Cc1cnc(C(=O)O)c[n+]1[O-]
2%,9%,CCC(C)C(NC(=O)OC(C)(C)C)C(=O)NC1COC2CC(n3cc(F)c(=O)[nH]c3=O)OC12 (centres undefined)
-7%,2%,COc1ccccc1-c1nnc2n1N=C(c1c(OC)cccc1OC)CS2
-2%,5%,COc1cc(C(CCN2CCCC2)c2c(OC)cc(OC)c3c2OC(=O)CC3c2ccc(N(C)C)cc2)cc(OC)c1OC (centres undefined)
11%,8%,COc1ccc(-c2nnc3n2N=C(c2cccc(OC)c2)CS3)cc1
-4%,-24%,CC[C@H](C)[C@H](NC(=O)[C@H](Cc1ccc(O)cc1)NC(=O)[C@H](CCCNC(=N)N)NC(=O)[C@H](CCCNC(=N)N)NC(=O)[C@H](CC(C)C)NC(=O)[C@H](CCC(N)=O)NC(=O)[C@@H](NC(=O)[C@H](CCC(=O)O)NC(=O)[C@H](Cc1ccc(O)cc1)NC(=O)[C@H](CCC(N)=O)NC(=O)[C@H](C)NC(=O)[C@H](CCCNC(=N)N)NC(=O)[C@H](CCC(N)=O)NC(=O)[C@H](CCC(=O)O)NC(=O)[C@H](Cc1cnc[nH]1)NC(=O)[C@@H](NC(=O)[C@H](C)NC(=O)[C@H](Cc1ccc(O)cc1)NC(=O)[C@H](CC(=O)O)NC(=O)CNC(=O)[C@@H]1CCCN1C(=O)[C@H](Cc1ccc(O)cc1)NC(=O)[C@H](CCSC)NC(=O)[C@@H]1CCCN1C(=O)[C@H](CCC(=O)O)NC(=O)[C@H](CC(C)C)NC(=O)[C@@H]1CCCN1C(=O)[C@H](C)N)[C@@H](C)O)[C@@H](C)O)C(=O)N[C@@H](CC(N)=O)C(=O)N[C@H](C(=O)N[C@@H](CC(C)C)C(=O)N[C@H](C(=O)N[C@@H](CCCNC(=N)N)C(=O)N1CCC[C@H]1C(=O)N[C@@H](CCCNC(=N)N)C(=O)N[C@@H](Cc1ccc(O)cc1)C(N)=O)[C@@H](C)O)[C@@H](C)O
-5%,12%,CCCCCCCCCCCCCCCCn1cc[n+](Cc2ccccc2)c1C
-2%,-17%,CSCC[C@H](NC(=O)[C@@H](NC(=O)[C@H](CCC(=O)O)NC(=O)[C@H](CCSC)NC(=O)[C@H](CC(N)=O)NC(=O)[C@H](CCC(=O)O)NC(=O)[C@H](CC(N)=O)NC(=O)[C@H](CO)NC(=O)[C@H](C)N)[C@@H](C)O)C(=O)O
-4%,-20%,Cc1cc(CNC(=O)C2(C(F)(F)F)C/C(=C\CCO)CCCO2)nn1C (centres undefined)
5%,-4%,COc1cc2c(c(OC)c1OC)-c1c(cc3c(c1OC)OCO3)CC(C)C(C)C2 (centres undefined)
1%,-3%,OCCOCCN1CCN(Cc2cccc(Oc3ccccc3)c2)CC1

Full records as entered above. Values in the order: GAA spleen mod | GLA spleen mod
COc1ccc(C2C3C=CCC(C)C3C(=O)N2Cc2ccccc2)cc1Cl (centres undefined) is listed with -1% | -6%
NCC(=O)N[C@@H](CCCN=C(N)N)C(=O)NCC(=O)N[C@@H](CCC(=O)O)C(=O)N[C@@H](CO)C(=O)O is listed with 3% | -6%

(continued)
GAA spleen mod,GLA spleen mod,canonical_smiles
6%,7%,CC[C@H](C)[C@H](NC(=O)[C@H](CO)NC(=O)[C@@H](NC(=O)[C@H](CO)NC(=O)[C@@H](NC(=O)[C@H](CC(N)=O)NC(=O)[C@H](Cc1ccccc1)NC(=O)[C@H](CO)NC(=O)[C@H](CS)NC(=O)[C@H](CC(N)=O)NC(=O)[C@H](CCCCN)NC(=O)[C@@H](NC(=O)[C@H](CCC(=O)O)NC(=O)CN)[C@@H](C)CC)[C@@H](C)CC)[C@@H](C)O)C(=O)N[C@@H](CCCN=C(N)N)C(=O)O
2%,1%,CC(NC(=O)C1CCCN1C(=O)CN)C(=O)O (centres undefined)
7%,2%,Cc1ccc(C[C@@H](NS(=O)(=O)c2ccc(C(=O)O)cc2)C(=O)O)cc1
2%,1%,CC(=O)OCC(NC(=O)C1CCCN1C(=O)OC(C)(C)C)C1OC(n2cc(F)c(=O)[nH]c2=O)C(OC(C)=O)C1OC(C)=O (centres undefined)
-17%&1%,-7%&4%,O=C(NC(NC(=S)Nc1ccc(F)c([N+](=O)[O-])c1)C(Cl)(Cl)Cl)C(c1ccccc1)c1ccccc1 (centres undefined)
2%,5%,Cc1ccccc1N1CCN(S(=O)(=O)CC23CCC(CC2NC(=O)C(N)CCS(C)(=O)=O)C3(C)C)CC1 (centres undefined)
3%,14%,O=C(O)c1ccccc1-c1c2cc(I)c(=O)c(I)c-2oc2c(I)c(O)c(I)cc12
1%,6%,CCN(CC)CCC(c1ccc(N(C)C)cc1)c1c(OC)cc(OC)c2c1OC(=O)CC2c1ccc(OC)cc1 (centres undefined)
-14%,0%,O=C(NCC1CC1)[C@]1(C(F)(F)F)C[C@H](CCC2CCCCC2)CCCO1
6%,6%,C/C=C(/C)C(=O)O[C@H]1CC(C)=CC(=O)[C@@]2(C)CC[C@@](O)(C(C)C)[C@H]12
-12%,5%,COc1c(O)c(O)c2cc(OC)c3c(OC)cc(=O)c4c5c(=O)c(OC)c(C(C)=O)c6c5c(c1CC=6C)c2c34
4%,5%,Cc1oc(C)c(C(=O)Nc2ccccc2)c1C
-3%&1%,11%&-4%,COc1ccc(C2CC(c3ccccc3)Oc3c(C)ccc(C(C)C)c32)cc1 (centres undefined)
10%,12%,COC(=O)C1C[C@@H]2C3=C(C(=O)[C@@](C)(NC(=O)c4ccccc4)C3[C@H](C(=O)OC)C1)[C@H](C)n1c(=O)n(-c3ccccc3)c(=O)n12 (some centres undefined)
-4%,8%,CC(=O)Nc1ccc(SCC(CC(C)C)N2CCN(CC(C)C)CCC2=O)cc1 (centres undefined)

Among those listed so far, these have fluorine.
GAA spleen mod,GLA spleen mod,canonical_smiles
8%,10%,O=S1(=O)C2CC3C=CC2(CN1Cc1cccc(F)c1)O3 (centres undefined)
3%,0%,Cc1noc(C)c1-c1ccc2ncnc(NCc3cccc(C(F)(F)F)c3)c2c1
2%,9%,CCC(C)C(NC(=O)OC(C)(C)C)C(=O)NC1COC2CC(n3cc(F)c(=O)[nH]c3=O)OC12 (centres undefined)
-4%,-20%,Cc1cc(CNC(=O)C2(C(F)(F)F)C/C(=C\CCO)CCCO2)nn1C (centres undefined)
2%,1%,CC(=O)OCC(NC(=O)C1CCCN1C(=O)OC(C)(C)C)C1OC(n2cc(F)c(=O)[nH]c2=O)C(OC(C)=O)C1OC(C)=O (centres undefined)
-17%&1%,-7%&4%,O=C(NC(NC(=S)Nc1ccc(F)c([N+](=O)[O-])c1)C(Cl)(Cl)Cl)C(c1ccccc1)c1ccccc1 (centres undefined)
-14%,0%,O=C(NCC1CC1)[C@]1(C(F)(F)F)C[C@H](CCC2CCCCC2)CCCO1
